Screening results (PubChem)
HT1080 IDH1KD tx: toxicity to HT-1080 IDH1 knockdown cells (counter line) | Potency, µM (series often up to 46.1 µM), inactives show at the highest dose activity, negative = toxicity, most hits filed as cytotoxic | AID 686971 | HT-1080 IDH1 knockdown viability, ATP luminescence, 48 h | 360,000 compounds, 2% hits;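 note: potency is the fitted concentration of half-maximal effect; 0% = DMSO wells and -100% = cell-free medium wells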
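HT-1080-IDH1KD cells (IDH1 knocked down), 750/well in RPMI with 5% FBS, treated with compound 48 h at 37 degrees C. Viability by CellTiter-Glo luminescence, normalised to DMSO and no-cell wells; concentration-response curves classed.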
KB-3-1 tox: KB-3-1 parental cell cytotoxicity. KB-3-1 viability, CellTiter-Glo ATP luminescence, 72 h. Potency, µM (doses to about 46.1 µM), for the others: top-dose activity change, negative = cytotoxic, most hits filed as cytotoxic. 400,000 compounds, 1.4% hits. AID 1347075; note: potency is the fitted concentration of half-maximal effect; % is set by controls: 0 for no effect and ±100 for the full control effect; nearly all actives have a fitted effect of over 60% in size
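Cytotoxicity measured as CellTiter-Glo luminescence after 72 h at 37 C. Compound titrations were pinned onto drug-naive KB-3-1 parental adenocarcinoma cells grown in DMEM with 10% FBS, and normalized data fitted to concentration-response curves.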
KB-V1 MDR tox: KB-V1 MDR subline cytotoxicity | KB-V1 MDR cells viability, CellTiter-Glo, 72 h | Potency, µM (highest dose often 46.1 µM), for the others: at the highest dose activity change, negative = cytotoxicity, usual class: cytotoxic | 400,000 compounds, 3.4% hits | AID 1347076; note: potency is the fitted concentration of half-maximal effect; % is set by controls: 0 for no effect and ±100 for the full control effect; nearly all actives have a fitted effect of over 60% in size
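Drug-selected KB-V1 cells, grown in DMEM lacking phenol red with 10% FBS, receive compound titrations; after three days at 37 degrees C, surviving cell ATP is quantified by CellTiter-Glo luminescence and responses normalized and curve-fitted.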
SW480 rerep: DNA re-replication induction in SW480 cells. SW480 DNA re-replication, Hoechst DNA content imaging, 48 h. Potency, µM (doses to about 46.1 µM), without a hit: top-dose re-replication activation, most hits filed as activators. 340,000 compounds, 1.8% hits; note: potency is the fitted concentration of half-maximal effect; % of control where 0% means no effect; nearly all actives have a fitted effect of over 55% in size
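Image-based read-out: total Hoechst fluorescence of nuclei (405 nm excitation, 500-530 nm emission), with hits raising the fraction of high-intensity nuclei. SW480 colon cells incubated 48 hr with compounds at 37 C.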
ATXN2 expr inh: reduces ATXN2 reporter expression in HEK-293 cells | AID 1745845 | HEK-293 ATXN2-luciferase reporter, luminescence, 24 h | Potency, µM (top dose mostly 57 µM), for inactives: top-dose activity change, negative = inhibition, actives largely listed as inhibitors | 360,000 compounds, 0.72% hits; note: potency is the fitted concentration of half-maximal effect; % is set by controls: 0 for no effect and ±100 for the full control effect; nearly all actives have a fitted effect of over 55% in size
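qHTS (up to 57 uM final) was run with 24 h compound exposure of reporter cells at 37 °C. Each well was multiplexed: SteadyGlo luminescence measured ATXN2-luciferase expression after a fluorogenic Gly-Phe-AFC viability readout (25 uM final).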
HT1080-NT tox: kills 2HG-producing HT-1080-NT fibrosarcoma cells. AID 686970. 360,000 compounds, 1.6% hits. Potency, µM (highest dose often 46.1 µM), for inactives: at the top dose activity, negative = less viability, usual class: cytotoxic. HT-1080-NT fibrosarcoma viability, CellTiter-Glo ATP luminescence, 48 h;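 note: NT is the 2HG producing partner of a matched IDH1 knockdown line; potency is the fitted concentration of half-maximal effect; 0% = DMSO-treated cells and -100% = media-only wells without cells; nearly all actives have a fitted effect of over 55% in size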
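HT-1080-NT; 750 cells/well; 5% FBS RPMI; 48 h compound, 37 degrees C; CellTiter-Glo luminescence; curve fitting and curve-class assignment.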
MCF10A rerep: DNA re-replication induction in MCF 10a cells; 350,000 compounds, 2.9% hits; AID 624296; Potency, µM (doses to about 46.1 µM), inactives show at the highest dose activity, positive = re-replication, actives largely listed as activators; MCF 10A DNA re-replication, Hoechst nuclear intensity, 48 h; note: potency is the fitted concentration of half-maximal effect; % of control where 0% means no effect; nearly all actives have a fitted effect of over 50% in size
IL1B secr inh: inflammasome signaling inhibition, IL-1 beta readout; THP-1 LPS/ATP IL-1B secretion, AlphaLISA, 16 h; hits give low values; activity change, % at 57.5 µM; 360,000 compounds, 4.7% hits; in the data active = activity change below about -50%; inconclusive = mostly about -30% to -49%; note: % is set by controls: 0 for no effect and ±100 for the full control effect
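THP-1 cells pretreated 1 hr with compounds (up to 57.5 uM final), then stimulated with LPS (250 ng/mL final) plus ATP (1.25 mM final); secreted IL-1B measured by AlphaLISA after 16 hr, decreased signal indicating inhibition.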
WRN helicase inh: inhibitors of human WRN helicase | Q14191 | WRN helicase unwinding, fluorescent forked duplex, kinetic | Potency, µM (series often up to 114 µM), for the others: at the highest dose activity change, negative = inhibition, hits mostly inhibitors | 360,000 compounds, 0.46% hits | AID 651768; note: potency is the fitted concentration of half-maximal effect; % is set by controls: 0 for no effect and ±100 for the full control effect; nearly all actives have a fitted effect of over 55% in size
Target sequence (Q14191 whole entry, looked up): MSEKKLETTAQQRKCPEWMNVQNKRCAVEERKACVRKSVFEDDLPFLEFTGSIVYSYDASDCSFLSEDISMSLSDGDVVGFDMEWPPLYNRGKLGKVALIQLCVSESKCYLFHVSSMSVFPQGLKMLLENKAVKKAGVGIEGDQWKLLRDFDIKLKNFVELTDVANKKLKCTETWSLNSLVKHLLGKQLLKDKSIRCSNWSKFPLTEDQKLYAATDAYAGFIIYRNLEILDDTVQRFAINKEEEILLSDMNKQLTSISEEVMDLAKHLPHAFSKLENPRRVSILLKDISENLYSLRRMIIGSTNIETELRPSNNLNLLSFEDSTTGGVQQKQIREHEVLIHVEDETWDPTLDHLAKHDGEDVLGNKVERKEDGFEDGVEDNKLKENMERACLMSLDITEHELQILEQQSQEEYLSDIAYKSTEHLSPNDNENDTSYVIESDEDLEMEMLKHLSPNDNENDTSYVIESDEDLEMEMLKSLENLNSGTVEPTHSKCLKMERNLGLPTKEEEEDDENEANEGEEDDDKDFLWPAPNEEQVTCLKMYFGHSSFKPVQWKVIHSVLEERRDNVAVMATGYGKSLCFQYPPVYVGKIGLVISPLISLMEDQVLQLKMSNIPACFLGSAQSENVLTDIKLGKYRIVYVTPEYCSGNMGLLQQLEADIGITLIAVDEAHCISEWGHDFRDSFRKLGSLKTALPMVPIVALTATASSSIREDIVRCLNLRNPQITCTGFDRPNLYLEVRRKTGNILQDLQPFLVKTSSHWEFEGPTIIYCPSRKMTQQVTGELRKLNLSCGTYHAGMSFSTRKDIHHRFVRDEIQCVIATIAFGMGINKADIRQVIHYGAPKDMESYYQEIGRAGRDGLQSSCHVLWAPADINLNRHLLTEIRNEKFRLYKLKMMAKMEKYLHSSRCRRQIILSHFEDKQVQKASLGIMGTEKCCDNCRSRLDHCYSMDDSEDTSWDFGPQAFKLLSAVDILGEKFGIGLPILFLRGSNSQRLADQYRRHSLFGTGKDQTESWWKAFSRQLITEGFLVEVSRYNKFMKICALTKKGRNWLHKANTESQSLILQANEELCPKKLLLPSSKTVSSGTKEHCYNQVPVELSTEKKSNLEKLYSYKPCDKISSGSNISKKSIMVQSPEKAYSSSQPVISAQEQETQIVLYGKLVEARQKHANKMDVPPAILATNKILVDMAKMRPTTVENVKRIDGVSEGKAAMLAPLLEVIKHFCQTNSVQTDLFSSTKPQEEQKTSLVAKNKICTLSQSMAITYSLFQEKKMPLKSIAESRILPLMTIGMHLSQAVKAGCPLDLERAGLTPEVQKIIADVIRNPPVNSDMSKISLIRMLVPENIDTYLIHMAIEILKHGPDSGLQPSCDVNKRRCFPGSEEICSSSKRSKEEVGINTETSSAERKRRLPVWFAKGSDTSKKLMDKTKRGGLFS
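Screening of the MLSMR collection measured strand separation of a quenched forked DNA duplex (100 nM) by 20 nM WRN with 2 mM ATP, all final. Compounds were preincubated with enzyme 15 min at room temperature.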
Active calls of the source: *; u = inconclusive; x = no result given; [ ] = dose if it differs, or a comment. Unless noted, calls come from the whole dose curve; as a rule, active = well fitted curve in the direction sought with a large enough effect; inconclusive = small, poorly fitted or top-dose-only effect, or another doubt; inactive = no such curve, though single readings can be large; an effect the other way counts as inactive or inconclusive.

Values run as follows: HT1080 IDH1KD tx | KB-3-1 tox | KB-V1 MDR tox | SW480 rerep | ATXN2 expr inh | HT1080-NT tox | MCF10A rerep | IL1B secr inh | WRN helicase inh
Cc1ccccc1CN1CCC(n2nccc2NC(=O)c2cccnc2)CC1
→ -7.9% | x | x | -1.7% | -6.7% | -7.5% | 3.8% | -0.5 | -34.1%
CSc1nc(=S)cc(C)[nH]1
→ 24.3% | 3.0% | 22.9% | u | 5.7% | u | 4.2% | 12.8 | 39.8µM*
O=C(Nc1ccccc1Cl)c1cc(C2CCCN(C(=O)c3ccccc3)C2)on1 (stereo not given)
→ 27.8% | 0.0% | 15.8% | x | -3.7% | u | x | -9.1 | -7.7%
NS(=O)(=O)c1ccc(N/N=C/c2cn(-c3ccccc3)nc2-c2cccs2)cc1
→ 20.6µM* | u | u | u | 1.4% | 23.1µM* | 13µM* | -60.7* | u
CC(C)N1CCc2c(sc(NC(=O)CCS(=O)(=O)c3ccccc3)c2C#N)C1
→ 0.7% | x | x | u | 11.8% | -13.7% | u | -12.3 | -13.4%
O=C(NCCCNc1ccc([N+](=O)[O-])cc1Cl)c1ccccc1F
→ -0.5% | -1.1% | u | -0.8% | 18.3% | -19.9% | -17.7% | -8.4 | -6.2%
N#Cc1cc2c(=O)n3ccccc3nc2n(Cc2ccco2)c1=NC(=O)c1ccco1
→ u | 0.3% | 0.0% | 18.5% | 1.5% | u | 23.1µM* | -3.7 | u
Cn1c(=O)c2c(ncn2CC(=O)OCC(=O)Nc2cccc(Cl)c2)n(C)c1=O
→ 9.5% | 19.3% | 3.7% | u | -34.3% | 14.4% | -51.9%[inhibitor] | -5.5 | -5.3%
Cc1ccn(CCC(=O)N2CCCC(N3CCN(c4ccccc4C)CC3)C2)n1 (stereo not given)
→ -1.9% | -7.5% | -16.7% | x | x | -5.7% | x | 25.0 | -0.7%
Cc1ccc(CNC(=O)C2CCN(S(=O)(=O)c3ccc4c(c3)OCCCO4)CC2)cc1
→ -1.9% | -3.4% | u | -2.4% | -7.5% | 1.3% | 0.7% | -16.8 | -3.5%
Cn1c(=O)c2c(nc(SCCN3CCCCC3)n2C)n(C)c1=O
→ 2.8% | 11.9% | -4.9% | -4.5% | -1.3% | 3.5% | 1.5% | 4.7 | -6.2%
CCC(C)Nc1nc(N)c([N+](=O)[O-])c(NC2CCCCC2)n1 (stereo not given)
→ 5.1% | 6.8% | -8.8% | 14.9% | -20.0% | 3.1% | 14.1% | 23.5 | 14.5%
COc1ccc(N2CCN(S(=O)(=O)c3cc4c(cc3C)N(C(C)=O)CCO4)CC2)cc1
→ 1.6% | 5.4% | 12.1% | -2.5% | 13.4% | 2.9% | 4.5% | 42.7 | 0.7%
Cc1ccccc1-c1nc2cc(Cl)ccc2c(=O)o1
→ -3.3% | -8.5% | 3.9% | -24.0% | x | 0.2% | 2.9% | 0.0 | 7.5%
COc1ccc(NC(=O)c2ccc(-c3ccccc3)cc2)cc1S(=O)(=O)N1CCOCC1
→ -12.3% | -7.2% | u | 6.5% | u | 0.9% | -4.1% | 26.9 | 1.5%
Cn1c(CNC(=O)OC(C)(C)C)n[nH]c1=S
→ 7.3% | 0.2% | 17.7% | 0.5% | -1.9% | 3.8% | 3.8% | -11.8 | -3.7%
COCCN(C(=S)Nc1ccc(OC)c(Cl)c1)C1CCN(C(C)=O)CC1
→ -3.1% | -0.7% | -24.8% | x | x | 16.0% | x | -14.2 | 6.3%
CC(C)CNC(=S)N(CCCO)Cc1cc2cc3c(cc2[nH]c1=O)OCCO3
→ -1.9% | -15.6% | 6.9% | 3.5% | x | -0.1% | -6.3% | -15.8 | 2.2%
COc1ccc(C)cc1NC(=O)N1CCC(CO)(CC2CCCCO2)CC1 (stereo not given)
→ 9.9% | 6.7% | u | -5.1% | 12.9% | 8.9% | 0.4% | 3.8 | 2.2%
CCOC(=O)[C@]12CCC=C1N(CCC1=CCCCC1)C(=O)[C@H](CC(=O)NCc1ccc(OC)c(OC)c1)C2
→ 8.5% | 3.7% | u | x | 6.9% | 13.7% | x | -6.8 | -0.1%
Cc1cccc(NC(=O)c2cc3c(n(-c4ccccc4)c2=O)CCCC3=O)n1
→ 6.3% | 8.9% | -4.4% | 0.0% | -5.2% | 1.7% | 1.0% | 0.3 | 2.8%
COc1cc(/C=C(\C#N)c2nc3ccccc3n2C)cc(OC)c1O
→ 1.4% | 15.5% | -2.7% | 2.1% | 8.0%[11.3 µM] | -3.3% | u | 6.8 | -13.6%
CCCOc1c(OC)cccc1C1CC(=O)Nc2cc3c(cc21)OCCO3 (stereo not given)
→ u | u | u | u | -19.7% | u | 5.8µM* | 28.5 | -6.9%
CC(Sc1ccccc1)C(=O)N(CCC#N)Cc1cccnc1 (stereo not given)
→ 19.9% | 1.0% | -12.3% | -1.1% | -7.9% | 22.0% | -2.5% | -8.2 | -6.1%
CC(Oc1ccccc1F)C(=O)NCCN1CCCCC1 (stereo not given)
→ 1.1% | 2.0% | 11.8% | -4.7% | 0.8% | 2.5% | -0.9% | 0.9 | 4.0%
CCN(CC(=O)Nc1c(F)cccc1F)C(=O)c1ccc(-c2ccccc2)cc1
→ 4.9% | -1.6% | u | 0.0% | 6.2% | 5.0% | 13.1% | -15.8 | -5.6%
CCn1cc(/C=N/NS(=O)(=O)c2ccc(OC)cc2)c(C)n1
→ 3.3% | 1.6% | 15.9% | 0.3% | 0.7% | -1.6% | -2.4% | 7.8 | -4.0%
COc1cc2nc(-c3ccc(Br)o3)oc(=O)c2cc1OC
→ 3.4% | -7.3% | 18.6% | -0.7% | -0.7% | 6.5% | -9.8% | 21.9 | -8.4%
Cc1ccc(C2Nc3cccc4cccc(c34)N2)cc1
→ -1.4% | -12.7% | 2.0% | 7.1% | 5.1% | -6.2% | -14.8% | -6.5 | 5.3%
CN(C)CC/C=C1/c2cc(F)ccc2Sc2ccc(Cl)cc21
→ 16.4µM* | -9.1% | -21.0% | -79.6%[inhibitor] | u | 23.1µM* | 44.4% | -51.4* | -4.9%

(cont.)
SMILES,HT1080 IDH1KD tx,KB-3-1 tox,KB-V1 MDR tox,SW480 rerep,ATXN2 expr inh,HT1080-NT tox,MCF10A rerep,IL1B secr inh,WRN helicase inh
Cc1ccc2c(CN3CCN(CCO)CC3)cc(=O)oc2c1,4.6%,13.8%,28.3%,-13.9%,1.2%,6.0%,693.4%[0.0737 µM],8.4,0.4%
CCOC(=O)C1CCN(CC(O)COC(CC)c2ccccc2)CC1 (stereo not given),8.5%,4.0%,16.8%,-2.4%,x,12.8%,-5.7%,-2.5,3.5%
CS(=O)(=O)c1ccc(Cl)c(NC(=O)CN2CCN(S(=O)(=O)/C=C/c3ccccc3)CC2)c1,-5.0%,-14.7%,6.9%,0.6%,x,-5.7%,-9.6%,-17.0,4.1%
c1ccc2c(CSCc3nc4ccccc4[nH]3)cccc2c1,-16.4%,u,20.6µM*,-0.6%,12.1%,-1.4%,u,-0.7,-0.2%
O=C1C=CCCC1,12.6%,0.0%,11.4%,-1.4%,6.7%,u,27.9%,-13.8,-2.5%
O=C(Nc1nccs1)c1ccc(COc2ccccc2Cl)o1,u,-7.1%,u,u,5.8%,u,u,-7.1,-7.8%
CCCNC(=O)NC(=O)CSc1nc2ccccc2c(=O)n1Cc1ccncc1,-3.9%,14.9%,u,3.2%,2.9%,-4.0%,15.5%,-9.8,-0.5%
CCN(CC)S(=O)(=O)c1ccc(N2CCN(S(=O)(=O)c3ccccc3)CC2)nc1,u,-17.1%,-24.4%,3.3%,-20.7%,-24.5%,u,0.0,-4.3%
CCOc1ccc(NC(=O)NC(=O)N(C(C)C)S(C)(=O)=O)cc1,2.7%,7.2%,1.2%,-7.4%,3.8%,13.5%,12.0%,27.8,5.9%
N#Cc1ccccc1/C=C/C(=O)N1CCOCC1,28.3%,-4.8%,7.2%,1.9%,19.9%,19.5%,-1.4%,3.4,2.9%
COc1cccc(C2N(c3ccccc3)CCN2c2ccccc2)c1OC,25.2%,-4.6%,-1.1%,-6.6%,-7.5%,28.5%,0.4%,-6.6,5.2%
Cc1cccc(-n2c(C)n[nH]c2=S)c1,u,3.2%,3.9%,1.8%,4.0%,1.1%,-10.6%,15.2,4.3%
CC(C)NC(=O)C1(C)CCN1Cc1cccc(Cl)c1 (stereo not given),5.2%,0.4%,-24.8%,x,7.7%,2.0%,x,13.6,8.9%[57.1 µM]
O=C(C[C@H]1C/C=C\C[C@@H](Cc2ccc(F)cc2)C(=O)OC[C@H]2CCCN2C1=O)N[C@H](CO)Cc1ccccc1,4.8%,3.3%,-0.8%,-2.6%,1.2%,-8.9%,0.4%,6.6,-30.3%
